# XIAP displacement = small molecules displacing peptide from XIAP – biochemical, IAP family, fluorescence polarization (AID 1018) | XIAP BIR domain, fluorescence polarization peptide displacement; higher % means a stronger effect | one-dose displacement, % at 20 µM; IC50 in µM for titrated hits | 0.007% of 200,000 active; in the data active = displacement above about 50%; note: a part of the inactive calls stands beside numbers as strong as those of hits
# Myeloid diff 2 = compounds promoting myeloid differentiation. ER-HoxA9 myeloid progenitors, lysozyme-GFP differentiation, flow cytometry. calls only at 10 µM. 1% of 360,000 active. AID 624256;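 active = normalized GFP-positive differentiation at or above the plate's own cutoff, the solvent-only control mean plus 3 SD; inconclusive = no clear call, values can overlap the other calls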;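 note: cells exposed to compound for four days before flow analysis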
# HIV fusion peptide = inhibitors of HIV fusion peptide binding, primary screen, biochemical, uHTS, fluorescence dequenching (AID 1986). one-dose inhibition, % at 20 µM; IC50 in µM for titrated hits. cell-free peptide binding, fluorescence dequenching, 30 min; higher % means a stronger effect. 0.3% of 290,000 active; in the data active = inhibition mostly above about 52%, no sharp cut-off; inactive = mostly below about 76%; note: some results filed as inactive read as strong as hits
# HEK293 NOD2/NF-kB = NOD2 signaling inhibitors, cell-based, luminescence, uHTS, HEK293 (AID 1566); inhibition, % at 4 µM; hits with a dose series show EC50 in µM; HEK293 NOD2/NF-kB luciferase reporter, luminescence; higher % means a stronger effect; 0.63% of 290,000 active; note: many of its hits are not listed in these tables
# LYP phosphatase = inhibitors of LYP phosphatase, biochemical, fluorescence intensity, uHTS (AID 1779); recombinant LYP phosphatase, fluorescence intensity; higher % means a stronger effect; inhibition, % at 11.5 µM; hits with a dose series show IC50 in µM; 0.054% of 290,000 active;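 note: plate controls were vehicle with enzyme for no effect and no enzyme for full effect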
# SIAH1 antagonists = Siah-1 peptide-binding antagonists, primary screen, biochemical, fluorescence polarization, rhodamine-plectin, uHTS (AID 1817); Siah-1 / rhodamine-plectin peptide fluorescence polarization; higher % means a stronger effect; displacement, % at 20 µM; hits with a dose series show IC50 in µM; 0.02% of 290,000 active;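 active = displacement of at least 50% at 20 µM, with a fluorescence ratio check between 0.3 and a set limit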;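 note: plate controls were Siah plus tracer with DMSO for no effect and tracer alone without Siah for full effect; strong numbers were not always called active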
# Lipid droplet = hepatic lipid droplet formation modulation | inhibition, % at 6.5 µM | AID 1656 | 0.4% of 240,000 active | AML12 mouse hepatocytes, oleate lipid droplets, BODIPY imaging;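 active = lipid droplet intensity inhibited by at least 50%, with more than 500 cells counted; inconclusive = wells with under 300 cells, treated as cytotoxic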
#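 Material – AML12 mouse liver cells · Also added – oleate loading, 100 µM · Compound dosing – 6.5 µM single-point dosing · Times – overnight treatment with compound plus oleate · Measured by – fluorescence imaging, 20x objective, two fields per well · Read-out – percent inhibition of filter-corrected integrated lipid droplet intensity per well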
# Dengue-2 NS5 capping = Dengue-2 NS5 methyltransferase inhibitors, primary screen, biochemical, confirmation dose response (AID 588689); Dengue-2 NS5 methyltransferase capping enzyme assay, biochemical; higher % means a stronger effect; 0.3% of 340,000 active; inhibition, % at 25 µM, or IC50 in µM where a hit was titrated; in the data active = a potency from the dose series; inconclusive = inhibition above about 29% without an active follow-up result
# AID2073 = inhibitors of Mint1-CaV2.2 protein interaction, biochemical, HTRF (AID 2073); 0.19% of 290,000 active; inhibition, % at 20 µM, or IC50 in µM where a hit was titrated; HTRF protein-protein interaction, Mint1-CaV2.2; higher % means a stronger effect; in the data active = inhibition mostly above about 51%, no sharp cut-off; inconclusive = no clear call, values can overlap the other calls; inactive = mostly below about 53%; note: some results filed as inactive read as strong as hits
# Lipid droplet cells 6.5 µM = second read-out of Lipid droplet, no call of its own (marks repeat the call); cell count; measured here: cell count, cytotoxicity flag;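 cells counted across two imaged fields per well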
# Dengue-2 NS5 capping pilot replicate = also measured in Dengue-2 NS5 capping; calls as there; inhibition, %; measured here: pilot screen replicate inhibition
# Myeloid diff 2 GFP+ MAC1+ % = recorded beside Myeloid diff 2, whose call it bears; GFP+ MAC1+ double positive, %; measured here: differentiation confirmed by MAC1 staining
# * = called active by the depositor; i = inactive; ? = inconclusive; . = no result given. Cut-off read from the data, not from the text of the source, unless noted: active = inhibition above about 50%; inactive = the rest. An excerpt. The share of hits here may be higher or lower than overall.
SMILES,XIAP displacement,Myeloid diff 2,Myeloid diff 2 GFP+ MAC1+ %,HIV fusion peptide,HEK293 NOD2/NF-kB,LYP phosphatase,SIAH1 antagonists,Lipid droplet,Lipid droplet cells 6.5 µM,Dengue-2 NS5 capping,AID2073,others
CC(=O)/C=C/c1ccccc1Oc1c(F)c(F)nc(F)c1F,.,i,0.0,-0.1%,-4%,-2%,6%,-28,848,-11%,-4%,
CCC1(C)Cc2c(sc3nc(SC)nc(N)c23)CO1 (configuration not stated),-5.2%,i,0.9,0.8%,3%,-1%,0%,4,768,3%,2%,
CCCCOc1ccc(CSC2=NCCN2)cc1[N+](=O)[O-],-0.2%,i,0.2,1.4%,-21%,-5%,2%,-10,644,3%,3%,
S=C1NCN(C2CCCCC2)CN1c1ccccc1,.,i,0.8,-0.9%,4%,-3%,14%,0,685,0%,-1%,
Cc1noc(C)c1CSc1ncnc2sc3c(c12)CCC3,1.2%,.,.,0.5%,-4%,-6%,0%,.,.,.,2%,
COc1ccccc1C(=O)Nc1ccc2c(c1)C(=O)NC2=O,.,i,2.4,8.2%,6%,1%,4%,0,760,3%,-1%,
Nc1ccc(SCC(=O)Nc2cccc([N+](=O)[O-])c2)cc1,-3.5%,i,0.3,1.1%,-21%,-2%,-7%,-4,665,-1%,9%,
COC(=O)COc1nc(C)c2c(c1C#N)CC(C)(C)OC2,-3.7%,i,0.3,-0.6%,3%,-16%,1%,0,806,0%,7%,
O/N=C1\CCCCc2ccccc21,-4.0%,i,1.3,-2.6%,6%,-12%,-3%,.,.,0%,2%,
Cc1ccc(NC(=O)CCC(=O)NNC(=O)COc2ccc([N+](=O)[O-])cc2)c(C)c1,.,i,1.1,31%,3%,-4%,1%,-8,688,1%,5%,
C=CCNc1nc(NC(C)(C)CO)nc(OCC)n1,-4.7%,i,0.4,2.9%,10%,-16%,-2%,4,735,1%,8%,
CC1CCC(NC(=O)c2cnccn2)CC1 (configuration not stated),-7.9%,i,0.4,-0.2%,-1%,-2%,-1%,1,802,0%,43%,
COc1ccc(OC)c(/C=N/N=C2\SCC(=O)N2Cc2ccco2)c1,1.5%,i,0.3,-0.8%,10%,-4%,4%,0,632,1%,10%,
CN(C)/C=N/c1ncc(C(=O)c2ccc(-c3ccccc3)cc2)s1,-10%,i,0.4,-1.1%,-5%,5%,8%,14,640,-10%,9%,
Cc1ccc(C2/C(=C(/O)c3cnn(-c4ccccc4)c3C)C(=O)C(=O)N2CCCN2CCOCC2)o1 (configuration not stated),.,.,.,7.5%,-11%,-7%,7%,96*,685*,.,-8%,
Cc1cc(-c2nnc(SCC(=O)Nc3ccc(F)c(F)c3)n2N)n[nH]1,.,i,1.2,1.4%,10%,-10%,8%,-19,608,-2%,4%,
COc1cccc(NC(=O)COc2ccc(C(=O)N3CCN(C)CC3)cc2)c1,.,i,3.1,-1.0%,-4%,-8%,3%,-1,831,-5%,14%,
Cc1ccc(C)c2nc(SCC(=O)N3CCCc4ccccc43)c(C#N)cc12,-0.9%,i,0.6,1.5%,12%,15%,-2%,-12,604,-4%,43%,
CC1CCc2[nH]c3ccc(C(=O)N(C)CC(=O)Nc4ccc(F)cc4)cc3c2C1 (configuration not stated),.,i,2.3,1.1%,10%,-3%,0%,-42,681,-3%,5%,
CCc1ccc(N(CC(=O)Nc2ccc(OC)cc2OC)S(C)(=O)=O)cc1,-3.1%,i,0.5,-0.1%,19%,2%,2%,.,.,-1%,-6%,
CCn1c(COc2ccc(C)cc2)nc2ccccc21,-1.8%,i,0.7,-0.9%,-136%,-2%,-4%,15,737,-2%,-4%,
COc1cnc(SC)nc1Nc1ccc(C#N)cc1,.,i,0.4,0.3%,20%,-1%,5%,5,668,-7%,?,
CCOc1ccc(S(=O)(=O)Nc2ccc3c(c2)n(C)c(=O)n3C)cc1,.,i,4.2,1.7%,30%,-5%,5%,-2,790,3%,9%,
CCC(C)NC(=O)C1CCCN(C(=O)Nc2ccc(F)cc2)C1 (configuration not stated),-4.6%,i,1.0,-0.4%,13%,-6%,-3%,.,.,-2%,1%,
CC1CCN(c2ccc([N+](=O)[O-])cc2C(N)=O)CC1,-4.4%,i,0.0,0.0%,12%,-3%,2%,-47,756,-1%,2%,

# Nothing new here: four of the compounds above.
SMILES,XIAP displacement,Myeloid diff 2,Myeloid diff 2 GFP+ MAC1+ %,HIV fusion peptide,HEK293 NOD2/NF-kB,LYP phosphatase,SIAH1 antagonists,Lipid droplet,Lipid droplet cells 6.5 µM,Dengue-2 NS5 capping,AID2073,others
CC(=O)/C=C/c1ccccc1Oc1c(F)c(F)nc(F)c1F,.,i,0.0,-0.1%,-4%,-2%,6%,-28,848,-11%,-4%,
CCC1(C)Cc2c(sc3nc(SC)nc(N)c23)CO1 (configuration not stated),-5.2%,i,0.9,0.8%,3%,-1%,0%,4,768,3%,2%,
CCCCOc1ccc(CSC2=NCCN2)cc1[N+](=O)[O-],-0.2%,i,0.2,1.4%,-21%,-5%,2%,-10,644,3%,3%,
S=C1NCN(C2CCCCC2)CN1c1ccccc1,.,i,0.8,-0.9%,4%,-3%,14%,0,685,0%,-1%,

# The listing continues.
SMILES,XIAP displacement,Myeloid diff 2,Myeloid diff 2 GFP+ MAC1+ %,HIV fusion peptide,HEK293 NOD2/NF-kB,LYP phosphatase,SIAH1 antagonists,Lipid droplet,Lipid droplet cells 6.5 µM,Dengue-2 NS5 capping,AID2073,others
COC(=O)c1cc(S(=O)(=O)n2nc(C)cc2C)c(Cl)cc1Cl,-7.3%,.,.,-0.2%,-4%,-4%,-5%,-4,712,.,4%,
COc1ccc([C@@H]2[C@@H]3C(=O)N(C(C)(C)C)C(=O)[C@@H]3[C@]3(C)C(=O)N(c4cccc(C)c4)C(=O)N23)cc1,.,i,3.2,0.2%,22%,-9%,2%,8,818,-1%,-1%,
COc1cc(NC(=O)C2CC2)c(C(=O)O)cc1OC,-3.2%,i,1.1,4.3%,-18%,-2%,0%,.,.,4%,2%,
CCOCCCNC(=O)CCCC1=NS(=O)(=O)c2ccccc2N1,0.2%,i,0.2,-2.0%,-8%,1%,-9%,20,769,-9%,18%,
Cc1ccccc1-n1ncc2c1CC(C)(C)CC2NC(=O)CCC1=NNC(=O)CC1 (configuration not stated),.,i,3.0,1.0%,8%,-11%,7%,-14,750,-4%,?,
Cn1cnnc1SCC(=O)NNC(=O)COc1ccc(Br)cc1,-7.7%,i,0.3,-1.8%,13%,-6%,1%,-15,667,-8%,11%,
CC(C)N(Cc1ccccc1)C(=S)Nc1ccccc1F,.,i,0.6,-1.2%,17%,-5%,-4%,-2,654,.,-36%,
O=C(COC(=O)CSc1ccc2ccccc2c1)NC1CCCC1,-5.2%,i,0.8,0.4%,21%,0%,8%,3,608,1%,4%,
Cc1c(/C=N/n2cnnc2)c2ccccc2n1CCOc1ccc(Cl)cc1,-5.0%,i,0.8,1.8%,-4%,2%,0%,.,.,1%,18%,Dengue-2 NS5 capping pilot replicate=3.9
CC(=O)Nc1sc(C)c(C)c1CN1CCN(Cc2ccccc2)CC1,-6.2%,?,.,1.5%,-4%,2%,2%,0,690,4%,-10%,
COc1ccc(C[C@@H]2CN3C(=NC[C@@H]3Cc3ccc(O)cc3)N2C[C@H](C)NC(=O)CCC2CCCCC2)cc1,.,i,0.3,-1.2%,2%,-4%,-4%,-14,718,-5%,20%,
COC(=O)C1=C(C)NC2=C(C(=O)CCC2)C1c1cn(Cc2ccc(Br)cc2)nc1-c1ccccc1 (configuration not stated),-1.7%,i,1.9,0.6%,5%,-5%,-2%,.,.,4%,5%,
CCc1ccc(C(=O)c2ccccc2C(=O)O)s1,-2.1%,i,0.8,0.2%,27%,-10%,0%,.,.,-8%,8%,
S=C1NC2=C(CCCC2)C2(CCCCC2)N1,-11%,i,0.7,-0.3%,18%,-6%,-4%,1,746,-11%,-2%,
c1ccc2c(NC3=NCCCCS3)cccc2c1,3.5%,i,2.1,1.2%,-6%,-4%,7%,-2,734,6%,4%,
Cc1c(C(=O)Nc2ccc(Nc3ccccc3)cc2)cccc1[N+](=O)[O-],.,i,0.3,-1.0%,-8%,-2%,-2%,0,819,-3%,-13%,
O=S(=O)(N/N=C1/CCCc2ccccc21)c1ccc(Br)cc1,-0.7%,i,1.9,2.8%,8%,6%,10%,18,726,-5%,-7%,
COc1ccc(OC)c(N=Cc2c(O)c3ccccc3oc2=O)c1,.,i,0.2,38%,-9%,-2%,4%,-4,812,?,13%,
CCCc1nc(SCC(=O)c2ccc(OC)cc2)c2ccccc2n1,-12%,i,0.3,-0.7%,27%,-4%,6%,10,687,5%,14%,
O=C(CC1SC(=O)N(Cc2ccccc2Cl)C1=O)Nc1nccs1 (configuration not stated),.,i,0.3,-0.8%,25%,-2%,3%,-6,759,-6%,17%,
CCn1c(SCC(=O)Nc2ccc3c(c2)n(C)c(=O)n3C)nnc1-c1ccncc1,.,i,0.5,0.8%,11%,-6%,-1%,-7,695,1%,3%,
CC(C)(C)C1CCC(OCC(O)CN2CCN(c3ccccn3)CC2)CC1 (configuration not stated),-4.8%,i,0.7,-1.7%,17%,-6%,5%,6,685,-7%,16%,
N#C/C(=C1/CCCN1)c1ccccn1,-5.3%,i,7.8,0.0%,6%,-4%,2%,3,782,0%,2%,
CCC(CC(C)(C)O)C(=O)NNC(=S)Nc1ccccc1 (configuration not stated),5.6%,i,0.3,-2.5%,-44%,-1%,-3%,6,748,-3%,30%,
COc1ccccc1N1CCN(C(=O)C(C)N(c2ccccc2)S(C)(=O)=O)CC1 (configuration not stated),-6.8%,i,2.4,-2.3%,10%,-10%,-1%,7,808,-5%,-4%,Dengue-2 NS5 capping pilot replicate=-2.0

# Carrying on:
SMILES,XIAP displacement,Myeloid diff 2,Myeloid diff 2 GFP+ MAC1+ %,HIV fusion peptide,HEK293 NOD2/NF-kB,LYP phosphatase,SIAH1 antagonists,Lipid droplet,Lipid droplet cells 6.5 µM,Dengue-2 NS5 capping,AID2073,others
O=C(NCc1cccc(Cl)c1)c1ccc(CS(=O)Cc2ccccc2Cl)o1 (configuration not stated),.,i,1.0,-0.4%,0%,-9%,11%,1,759,1%,6%,
CN1C(=O)C(CC(=O)Nc2ccccc2F)N(NC(=O)c2ccc(Br)cc2)C1=S (configuration not stated),.,i,0.4,1.2%,-10%,-6%,2%,-3,784,-3%,-2%,
O=C(CNC(=O)C1CCCCC1)NNC(=O)c1ccccc1Br,.,i,8.7,0.1%,-12%,-5%,-3%,8,835,3%,-3%,
CN(C)c1nc(N)nc(N(c2ccccc2)c2ccccc2)n1,-0.2%,i,2.2,2.3%,18%,-5%,-2%,3,661,0%,8%,
Cc1nc(N/C(N)=N/S(=O)(=O)c2ccc([N+](=O)[O-])cc2)nc2ccccc12,-6.0%,i,0.6,-1.8%,-26%,0%,9%,7,684,-6%,19%,
CCCCOCCCNC(=O)c1c(-c2ccccc2)noc1C,-2.8%,i,0.7,-0.8%,1%,-10%,0%,-3,689,-4%,17%,

# Assay outcomes deposited in PubChem by several laboratories.
